N370S GC mod – N370S glucocerebrosidase modulation, Gaucher chaperone candidate; N370S GC spleen homogenate, 4MU-glucoside fluorescence; hit rate 0.092% among 330,000; AID 2101; Potency, µM (highest dose often 59.4 µM), without a hit: top-dose activity change, negative = inhibition, hits mostly inhibitors; P04062;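 note: 0% = full enzyme activity and -100% = no enzyme basal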
FEN1 inh – human FEN1 inhibition. P39748. Recombinant FEN1 flap cleavage, fluorescence, 15 min. Potency, µM (titrated, usually from 114 µM), for the others: top-dose activity change, negative = inhibition, most hits filed as inhibitors. hit rate 0.35% among 390,000; note: nearly all actives have a fitted effect of over 65% in size
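In this screen, 50 nM flap DNA substrate was added to 10 nM FEN1 pretreated with compound for 15 min at room temperature; cleavage was followed with reads at 0 and 15 min, and Hill fitting gave concentration–response parameters.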
TDP1 inh – TDP1 (human) enzyme inhibition | Potency, µM (top dose mostly 130 µM), for the others: at the highest dose activity change, negative = inhibition, most hits filed as inhibitors | Q9NUW8 | hit rate 0.28% among 350,000 | recombinant TDP1, AlphaScreen DNA substrate cleavage; note: nearly all actives have a fitted effect of over 40% in size
Target sequence (Q9NUW8 whole entry, looked up): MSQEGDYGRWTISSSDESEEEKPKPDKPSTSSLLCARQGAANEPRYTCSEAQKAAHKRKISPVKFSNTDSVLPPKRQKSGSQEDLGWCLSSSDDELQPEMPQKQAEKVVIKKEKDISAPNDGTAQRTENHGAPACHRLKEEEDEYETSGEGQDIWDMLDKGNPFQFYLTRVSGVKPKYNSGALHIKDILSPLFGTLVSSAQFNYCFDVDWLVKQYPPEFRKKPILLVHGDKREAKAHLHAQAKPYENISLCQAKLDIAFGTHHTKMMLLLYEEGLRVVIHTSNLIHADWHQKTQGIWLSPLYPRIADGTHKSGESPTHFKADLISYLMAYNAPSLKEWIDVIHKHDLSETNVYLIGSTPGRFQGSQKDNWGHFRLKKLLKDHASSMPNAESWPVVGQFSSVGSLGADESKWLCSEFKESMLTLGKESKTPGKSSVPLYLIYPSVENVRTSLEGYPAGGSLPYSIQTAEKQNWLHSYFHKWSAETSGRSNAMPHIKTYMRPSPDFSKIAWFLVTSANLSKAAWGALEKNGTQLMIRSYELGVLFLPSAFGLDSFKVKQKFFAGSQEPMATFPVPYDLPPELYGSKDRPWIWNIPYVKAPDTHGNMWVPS
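Steps: enzyme plus compound, 15 min RT; add biotin/phosphotyrosine-FITC oligonucleotide (15 nM final), react 5 min; add donor/acceptor beads (10 ug/ml final), 10 min; read AlphaScreen. Tdp1 at 1 nM final.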
An asterisk follows results filed as active; u = inconclusive; x = not tested or not shown; & = joins results of further samples; [ ] = remark or other dose. Calls come from the whole dose curve; as a rule, active = well fitted curve in the direction sought with a large enough effect; inconclusive = small, poorly fitted or top-dose-only effect, or another doubt; inactive = no such curve, though single readings can be large; an effect the other way counts as inactive or inconclusive. Unless noted, % is set by controls: 0 for no effect and ±100 for the full control effect; potency is the fitted concentration of half-maximal effect.

SMILES	N370S GC mod	FEN1 inh	TDP1 inh
CCNc1nc(NCC)nc(N/N=C/c2ccc(O)c(OC)c2)n1	-20%	7%	5%
CC(c1ccco1)N(C(=O)COc1ccccc1[N+](=O)[O-])c1ccccn1 (stereo unspecified)	10%	0%	3%
O=C(/C=C/c1ccc2c(c1)OCO2)Nc1nc2ccccc2s1	2%	7%	-1%
CCCC(=O)Nc1cc(C)c(NC(=O)c2ccccn2)cn1	-3%	3%	6%
CC/C(=N\NC(N)=O)c1ccc(OC(F)F)cc1	8%	-13%	-3%
CN1C(=S)SC(/[N+]([O-])=C\c2ccccc2F)C1(C)C (stereo unspecified)	-9%	-11%	x
O=C(NN1C(=O)/C(=C\c2cccnc2)SC1=S)C(c1ccccc1)c1ccccc1	-5%	-3%	8%
CCOC(=O)C1CCN(C(=O)COC(=O)CNC(=O)c2ccc(C(C)(C)C)cc2)CC1	x	-7%	0%
O=c1[nH]c(=O)n(Cc2ccccc2)c2c1CCC2	8%	-3%	-1%
COC(=O)c1ccc(OCC(O)CN(CCO)CCO)cc1 (stereo unspecified)	7%	-6%	-2%
NC(=O)COc1ccc(/C=C2\C(=O)ON=C2c2ccccc2)cc1	x	1%	-1%
CC1(C(=O)NCCCNc2ncc(C(F)(F)F)cc2Cl)C=CC2(CCCCC2)N1C(=O)c1ccccc1 (stereo unspecified)	-3%	x	-2%
Cc1nn(C)cc1CNC(=O)Nc1ccc(Cl)cc1	2%	4%	-2%
O=C(NN1CCOCC1)c1ccccc1	-12%	18%	7%
CCn1c(SCC(=O)c2[nH]c(C)c(C(C)=O)c2C)nnc1-c1cccs1	5%	4%	-4%
NC(=O)c1ccc(NC(=O)CCN2C(=O)c3ccccc3C2=O)cc1	3%	1%	x
COc1ccc(N/C=C/C(=O)c2cc(OC)c(OC)c(OC)c2)cc1	-3%	-3%	x
O=C(c1ccc(CSc2ccc(Cl)cc2)cc1)N1CCCC1	u	-5%	-3%
CC[C@]12c3[nH]c4cc(CCC(=O)N(C)C)ccc4c3CCN1C(=O)[C@@H](CC(=O)NCc1ccc(OC)c(OC)c1)C[C@@H]2C(=O)N1CCN(C(=O)C2CC2)CC1	x	2%	1%[56.1 µM]
CCOC(=O)c1c(-c2ccccc2Cl)csc1NC(=O)CSc1nc(C)cc(=O)[nH]1	26%	-5%	6%
NC1=NC(=Nc2cccc(S(=O)(=O)N3CCOCC3)c2)c2ccccc21	2%	6%	1%
O=C(COc1ncnc2sccc12)Nc1ccc2c(c1)OCCO2	4%	0%	4%
CC(=O)Nc1ccc(N/C=C2/CCCC2=O)cc1	-4%	10%	x
Cc1nnc(SCC(N)=O)n1CCc1ccccc1	2%	-1%	5%
COc1cc(C2CC(=O)Oc3cc(O)ccc32)cc(OC)c1OC (stereo unspecified)	2%[89.1 µM]	1%	0%[56.1 µM]
COc1ccc(CN2CCCC(C(=O)N(C)Cc3ccccc3)C2)cc1OC (stereo unspecified)	0%	-2%	-14%
O=C(Cn1cnc2ccccc2c1=O)OCC(=O)c1ccc2c(c1)OCCO2	-4%	-12%	0%
O=C(CSC1=NS(=O)(=O)c2cc(F)ccc2N1)NCc1ccccc1	-8%	-1%	0%
COC(=O)c1c(NC(=O)C2C3CCC(O3)C2C(=O)O)sc2c1CCCCCC2 (stereo unspecified)	3%	-3%	-2%
COC(=O)CNC(=O)c1cccc(-c2ccc(OC)cc2)c1	13%	-3%	-2%
Cc1c(C=O)c2ccccc2n1CCOc1ccccc1	u	1%	4%
COc1ccc(C)cc1NC(=O)CN1C(=O)COc2ccc(S(=O)(=O)NC3CCCC3)cc21	x	-17%	5%
CCc1ccccc1NC(=O)Nc1cccn(Cc2ccccc2F)c1=O	13%	-21%	9%
CCOc1ccccc1NC(=O)CN1C(=O)COc2ccc(S(=O)(=O)N3CCOCC3)cc21	-11%	-8%&1%	7%&5%
c1ccc(C2=NN(c3ccccc3)C(c3ccco3)C2)cc1 (stereo unspecified)	-12%	-18%	3%
OC1CCCN(CC(O)COC(c2ccc(F)cc2)c2ccc(F)cc2)C1 (stereo unspecified)	-11%	10%	x
Cc1ccc(NC(=O)CN(C)C(=O)COC(=O)c2nc3nccc(C)n3n2)cc1	x	-18%	1%
CCCN(CC(=O)Nc1ccccc1C)C(=O)c1ccc(S(=O)(=O)N2CCC(C)CC2)cc1	-16%	9%	-1%
CCCn1c(=O)sc2cc(NC(=O)c3ccccc3OCC)ccc21	x	4%	0%
CC(C)CC(=O)N(Cc1ccccc1)S(=O)(=O)c1ccc2c(c1)oc(=O)n2C	x	26%	7%
CCn1c(N2CCN(C(=S)NC)CC2)nc2ccccc21	8%	-12%	-4%
CCOC(=O)c1c(NC(=O)c2ccccc2C)sc2c1CC(C)(C)OC2	28%	-3%	-2%
CC1=CC(C)(C)NC(=S)N1c1cccc(C)c1	4%	0%&-2%	0%
Cc1ccc2[nH]c3c(=O)n(Cc4ccccn4)cnc3c2c1	4%	8%	3%
CC1CC1C(=O)OCC(=O)NCc1ccccc1Cl (stereo unspecified)	3%	-11%	2%
Cc1ccc2nc(C)cc(NCCO)c2c1	-8%	4%	3%
COCCNC(=O)C1(C)C=CCN1C(C)=O (stereo unspecified)	-5%	x	6%
CC(c1ccccc1)N1CCn2c(nc3cc(NC(=O)NC4CCCCC4)ccc32)C1 (stereo unspecified)	-15%	-15%	11%
O=C(NN=C1c2ccccc2-c2ccccc21)c1ccccn1	4%	-18%	2%
O=C1[C@H]2[C@H]3[C@H](O)[C@H](O)C/C(=N/OC[C@@H](O)COCc4ccco4)[C@@H]3CC[C@@H]2C(=O)N1C1CCCCC1	-8%[12.8 µM]	x	5%[21 µM]
COc1ccc(NC(=O)CN(C)S(=O)(=O)c2ccc3c(c2)CC(C)N3C(C)=O)c(OC)c1 (stereo unspecified)	0%	4%	1%
Cn1c(=O)[nH]c(=O)c2c1nc(OC(=O)c1ccccc1)n2CC(O)COc1ccccc1 (stereo unspecified)	12%	1%	1%
COc1cc(/C=C(/C#N)c2nc(-c3cc4ccccc4oc3=O)cs2)cc([N+](=O)[O-])c1O	3%	x	-7%
CCOC(=O)CSc1nc(N)nc(C)c1Cl	-3%	3%	0%
CN1C(=O)C(C)(C)c2cc(S(=O)(=O)NCC3CCC(C(=O)NCc4ccccc4)CC3)ccc21 (stereo unspecified)	-11%	9%	x
COc1ccc(N(CCC#N)S(=O)(=O)c2ccc(Cl)cc2)cc1	-21%	-15%	3%
COc1ccc(OC)c2c1sc(=NC(=O)C(C)C)n2C	28%	-6%	1%
O=C(NC(=S)NNC(=O)c1ccccc1O)c1cccs1	-5%	5%	x
Cc1ccc(C(=O)N/C(=C\c2cn(C)c3ccccc23)C(=O)NCCCN2CCOCC2)cc1	-24%	-12%	1%
O=C(O)/C=C/C(=O)NC1CC1	-22%	-7%	3%
(listing goes on)
SMILES	N370S GC mod	FEN1 inh	TDP1 inh
CC(CNC(=O)c1cccs1)c1ccc([N+](=O)[O-])cc1 (stereo unspecified)	3%	15%	3%
COc1cc2c(C)nc3c(c(C)nn3-c3ccccc3)c2cc1OC	4%	-4%	2%
CCOc1ccc(CNC(=O)c2ccccc2NC(=O)c2nsc3ccccc23)cc1	x	-5%	3%
CC1(C)CC(=O)C2=C(C1)N=C1SCCC(=O)N1C2c1ccccc1 (stereo unspecified)	10%	1%	4%
O=C(NCCCc1ccncc1)C1CCC(=O)N(CCc2cccc(F)c2)C1 (stereo unspecified)	-3%	-3%	1%
COc1ccc(Cl)cc1-c1nc(SCC(=O)NC2CCS(=O)(=O)C2)n[nH]1 (stereo unspecified)	x	-5%	0%
CSc1nnc(CNS(=O)(=O)c2ccc(F)cc2)n1C	-1%	-2%	6%
CCCC(=O)Nc1ccc(NC(=O)c2ccccc2Cl)nc1	1%	-3%	2%
Cc1ccsc1C(=O)Nc1ccc2c(c1)OCCO2	-1%	0%	-8%
Cc1cc(C)nc(Sc2nc(C)nc3c2oc2ccccc23)n1	5%	-4%	0%
CCOc1ccc2[nH]c3nc(SCC(=O)OC(C)C)nnc3c2c1	1%	-10%	0%
CC(C)n1c(=O)c2c(O)cc(=O)oc2c2ccccc21	10%	u	-6%
CCOC(=O)C1(S(=O)(=O)c2ccc(Cl)cc2)CCN(Cc2ccccc2)CC1	1%	1%	-6%
CCc1ccc2oc(-c3cc(NC(=O)c4cccs4)ccc3Cl)nc2c1	x	-21%	-2%
Cc1ccccc1N1CCN(CCCOc2ccc3c(C)cc(=O)oc3c2)CC1	9%	-23%	-3%[56.1 µM]
CC(C)N(C(=O)COC(=O)c1ccccc1C(=O)N1CCN(c2ccc(F)cc2)CC1)C(C)C	27%	10%	6%
COc1ccc(-c2cc(C(=O)Nc3nc4c(C)cccc4s3)c3ccccc3n2)cc1OC	-19%	-1%	6%

From PubChem
